High-throughput results as filed in PubChem.
CDK5 p35 inh: inhibitors of human CDK5/p35 kinase, primary screen, biochemical, single concentration; Recombinant CDK5/p35, ADP-Glo luminescence, 60 min; actives 0.01% (n = 330,000); AID 488839, 2010; Cyclin-dependent kinase 5 (Homo sapiens) + Cyclin-dependent kinase 5 activator 1 (Homo …; inhibition, % at 10 µM;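 active = highest replicate inhibition of at least 50% and at least 75% of replicates reaching 50%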;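 note: plate controls were DMSO neutral control for no effect and GW8510 at 10 µM for full effect; many of its hits are not listed in these tables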
Target sequence (Q00535 whole entry, looked up): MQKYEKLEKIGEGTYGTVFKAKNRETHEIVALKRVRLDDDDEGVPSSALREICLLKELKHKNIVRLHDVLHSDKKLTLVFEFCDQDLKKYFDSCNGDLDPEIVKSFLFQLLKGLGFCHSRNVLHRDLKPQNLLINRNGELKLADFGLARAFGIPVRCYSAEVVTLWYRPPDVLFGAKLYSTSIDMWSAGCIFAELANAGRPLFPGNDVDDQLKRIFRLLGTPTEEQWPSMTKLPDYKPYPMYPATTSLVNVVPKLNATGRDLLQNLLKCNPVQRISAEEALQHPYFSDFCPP
Target sequence (Q15078 whole entry, looked up): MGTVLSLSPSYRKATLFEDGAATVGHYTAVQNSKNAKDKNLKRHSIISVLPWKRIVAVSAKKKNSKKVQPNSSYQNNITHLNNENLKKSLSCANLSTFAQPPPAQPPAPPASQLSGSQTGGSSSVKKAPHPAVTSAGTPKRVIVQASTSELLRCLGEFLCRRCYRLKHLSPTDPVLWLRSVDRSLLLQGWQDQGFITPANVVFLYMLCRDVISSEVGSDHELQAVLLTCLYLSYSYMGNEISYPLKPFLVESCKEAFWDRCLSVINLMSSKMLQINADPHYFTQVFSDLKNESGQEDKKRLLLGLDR
Mot1-301 SUMO: yeast Mot1-301 growth rescue at high temperature, primary screen, SUMOylation pathway inhibitor project, S. cerevisiae, ATP luminescence, 38.5C. S. cerevisiae Mot1-301 growth rescue; percent above DMSO median, 100 means doubled. growth rescue, % at 18.8 µM. actives 1% (n = 320,000). AID 2716, 2010;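 active = every valid replicate shows activation above 250% relative to neutral control wells; inactive = the rest, any valid replicate at or below 250%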;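 note: OY570 slx delta 5 strain wells were the positive control but not used for scaling; some compounds called inactive have numbers as strong as hits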
LANA DNA inh: inhibitors of KSHV C-LANA binding to DNA, primary screen, biochemical, fluorescence polarization, FAM-LBS DNA, MBP-C-LANA, single point; Kaposi's sarcoma herpesvirus LANA C-terminal domain (residues 932-1162) DNA binding; inhibition, % at 9 µM; actives 0.078% (n = 340,000); AID 504423, 2011;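 active = highest replicate inhibition at or above 60% at 9 µM, even if other replicates fall short; inactive = all replicates below 60% inhibition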;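 note: 0% = neutral control wells and 100% = 4 µM acridine orange control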
Keap1 Nrf2 FP: Keap1-Nrf2 protein-protein interaction inhibitors, primary screen, biochemical, fluorescence polarization, single point; Kelch-like ECH-associated protein 1 (Homo sapiens), Q14145; Keap1 Kelch-Nrf2 peptide fluorescence polarization, 1536-well; inhibition, % at 9.4 µM; actives 0.15% (n = 340,000); in the data active = inhibition above about 12%;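 note: human Keap1 Kelch domain with fluorescein labeled Nrf2 9mer peptide probe; 0% = neutral control wells and 100% = peptide positive control; higher means more block of Keap1 binding to Nrf2 peptide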
Rtt109 Vps75: inhibitors of C. albicans Rtt109/Vps75 HAT, primary screen, biochemical, ThioGlo CoA-SH fluorescence, plate reader | inhibition, % at 34.9 µM | actives 0.16% (n = 330,000) | purified Rtt109/Vps75, 4 h;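 active = inhibition of at least 50% in every replicate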
Target sequence (Q5AAJ8 whole entry, looked up): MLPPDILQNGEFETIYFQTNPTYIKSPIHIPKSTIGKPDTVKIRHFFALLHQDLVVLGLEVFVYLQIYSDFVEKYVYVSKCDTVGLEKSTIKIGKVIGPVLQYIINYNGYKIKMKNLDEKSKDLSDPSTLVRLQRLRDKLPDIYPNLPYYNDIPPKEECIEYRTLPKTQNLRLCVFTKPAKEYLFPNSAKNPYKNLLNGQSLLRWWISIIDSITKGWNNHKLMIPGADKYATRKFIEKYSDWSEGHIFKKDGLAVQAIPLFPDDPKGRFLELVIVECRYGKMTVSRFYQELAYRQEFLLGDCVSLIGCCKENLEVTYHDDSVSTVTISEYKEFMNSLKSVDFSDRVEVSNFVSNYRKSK
PvdQ acylase: P. aeruginosa PvdQ acylase inhibitors, primary screen, biochemical, fluorescence, plate reader and imaging, single point; PvdQ acylase [Pseudomonas aeruginosa LESB58]; inhibition, % at 10 µM; AID 488965, 2010; actives 0.063% (n = 340,000); purified PvdQ acylase; in the data active = inhibition above about 30%, passing the limit was not always enough;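 note: 0% = vehicle neutral wells and 100% = reference inhibitor wells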
RTF Ca sens act: cardiac RTF calcium sensitivity activators, primary screen, biochemical, IANBD-TnC fluorescence, EC20 calcium. activation, % at 7.2 µM. AID 493008, 2010. actives 0.24% (n = 340,000). IANBD-labeled TnC RTF fluorescence at EC20 calcium; 0% EC20 calcium, 100% full calcium;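 active = activation above the mean over all tested compounds plus 3 SD, cut at about 30% in these data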;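 note: rise in fluorescence read as greater calcium sensitivity of cardiac thin filaments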
Cardiac RTF inh: cardiac RTF calcium sensitivity inhibitors, primary screen, biochemical, IANBD-TnC fluorescence, EC70 calcium; Troponin I, cardiac muscle (Homo sapiens) + Troponin T, cardiac muscle (Homo sapiens) + …; IANBD-labeled cardiac RTF, Ca2+ fluorescence; inhibition, % at 7.15 µM; actives 0.12% (n = 340,000);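 active = inhibition above the mean inhibition of all tested compounds plus 3 SD, cut at about 17% in these data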;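 note: assay run at fixed EC70 calcium of 1.6 mM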
dFosB act: activators of delta FosB homodimer, primary screen, biochemical, fluorescence polarization, TAMRA-CDK5 oligo, single point | AID 493131, 2011 | activation, % at 25 µM | purified delta FosB; percent of positive-control signal above neutral wells | Protein FosB (Mus musculus), P13346 | actives 0.99% (n = 340,000);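 active = mean activation above about 17%, with every replicate also reaching it, limit read from the data, passing the limit was not always enough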;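 note: fluorescence polarization rise as delta FosB binds a TAMRA Cdk5 AP-1 oligo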
PfHsp90 yeast 2: growth inhibition of PfHsp90-expressing yeast, primary screen, antimalarial PfHsp90 inhibitor project, S. cerevisiae, BacTiter-Glo luminescence, single point, set 2; BacTiter-Glo ATP, 48 h; yeast lacking PDR1 and PDR3 efflux regulators; inhibition, % at 9.4 µM; actives 0.32% (n = 310,000); AID 504621, 2011;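 active = every replicate shows inhibition above about 80%, whatever the replicate mean, limit read from the data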;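 note: 0% = DMSO neutral controls and 100% = 20 µM radicicol positive controls; yeast relying on Plasmodium falciparum Hsp90 in place of its own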
NSD2 inh: NSD2 histone methyltransferase inhibitors, primary screen, biochemical, AlphaScreen, single concentration, set 2 | Histone-lysine N-methyltransferase NSD2 (Homo sapiens), O96028 | NSD2 peptide methylation, 120 min | inhibition, % at 12.5 µM | actives 0.54% (n = 310,000); in the data active = inhibition above about 50%
* = called active by the depositor; . = not tested or not shown; & = joins results of further samples. Compounds were not picked by outcome. Share with any hit: about 3.2%.

SMILES | CDK5 p35 inh | Mot1-301 SUMO | LANA DNA inh | Keap1 Nrf2 FP | Rtt109 Vps75 | PvdQ acylase | RTF Ca sens act | Cardiac RTF inh | dFosB act | PfHsp90 yeast 2 | NSD2 inh
Cc1ccc(C)c(S(=O)(=O)N2CCN(C(=O)Cn3c(=O)cnc4ccccc43)CC2)c1 | 1.4 | -3 | 0.0 | -1 | 6 | -18 | -2 | -3 | -7 | . | 2
CCN1C(=O)[C@H]2[C@@H](c3ccc(-c4ccc(F)cc4)cc3)N3CCCC[C@@]3(C(=O)OC)[C@H]2C1=O | -1.1 | 26 | -2.8 | -3 | -3 | -15 | 5 | -4 | -7 | -4 | .
O=C(CSc1nnc2ccc(-c3ccco3)nn12)Nc1ccccc1F | -0.5 | . | 1.5 | 5 | -13 | -14 | -4 | -9 | -19 | -27 | -4
CCC(Oc1ccccc1)C(=O)NCc1ccc(S(N)(=O)=O)cc1 (centres undefined) | 0.4 | -4 | -0.4 | -4 | 0 | -5 | 6 | -7 | -7 | 13 | 1
O=C1c2ccccc2C(=O)N1c1ncc(Cc2ccc(Cl)cc2)s1 | 1.0 | 79 | 1.4 | -1 | 7 | -12 | 2 | 2 | -5 | 3 | .
COc1ccc(C2CC(=O)c3cnc(Nc4cc(C)cc(C)c4)nc3C2)cc1 (centres undefined) | -1.3 | 5 | 0.4 | 0 | . | -7 | -1 | 6 | -1 | . | -1
Cc1ccc(N2CC(C(=O)OCC(=O)Nc3cc(C)on3)CC2=O)c(C)c1 (centres undefined) | 0.7 | 5 | -0.3 | -2 | -4 | 7 | -5 | 7 | -5 | -15 | -2
COC(=O)C1=CN(c2cccc(C(F)(F)F)c2)C=C(C(=O)OC)C1c1ccc(O)c(OC)c1 | -0.3 | -14 | -3.4 | 0 | -1 | -5 | 7 | -1 | -15 | 23 | -1
COCCNC(=O)C1CCC(CNS(=O)(=O)c2cccc3nsnc23)CC1 (centres undefined) | -0.2 | 5 | 0.9 | -1 | -14 | 6 | 1 | -6 | -1 | -20 | -3
CCc1ccc(NC(=O)CN2CCCN(S(=O)(=O)c3ccc(F)cc3)CC2)cc1 | -1.1 | 173 | 1.5 | 1 | 8 | -15 | -6 | -3 | -14 | 3 | 0
COc1ccc(NC(=O)CNC(=O)Cn2cnc3sc4c(c3c2=O)CCCC4)cc1OC | . | -1 | 0.8 | 2 | -7 | -8 | -2 | -9 | -3 | 1 | 10
Cc1ccc(S(=O)(=O)N2CC=C(C(=O)NC3CC3)CC2)cc1 | 1.4 | -20 | 1.2 | -4 | 4 | -4 | 4 | -3 | -6 | 9 | -4
Cc1ccc(OCC(=O)OCC(=O)Nc2ccc3c(c2)OCO3)cc1C | -1.0 | 1 | 1.1 | 7 | -4 | -13 | -4 | -1 | 5 | 2 | -2
Cc1ccc(CNC(=O)c2ccc(N3CCC4(CC3)CC(c3ccccc3)=NO4)c(NC(=O)c3cccc(C)c3)c2)cc1 | -2.3 | 947* | 2.6 | -2 | 4 | -17 | 12 | -6 | -2 | -9 | .
COc1ccc(CNC(=O)c2cc3c(=O)n4cccc(C)c4nc3n(CC3CCCO3)c2=N)cc1 (centres undefined) | -2.7 | 12 | 0.3 | -7 | -4 | -21 | 6 | -5 | -12 | -8 | 35
Cc1ccc2cc(CCNC(=O)C3CCCC3)c(=O)[nH]c2c1 | 0.2 | -16 | 1.2 | -2 | -1 | 10 | -1 | -7 | 0 | -6 | .
Cc1ccc(NC(=O)C2CCCN(S(=O)(=O)c3c(C)noc3C)C2)c(C)c1 (centres undefined) | 0.1 | 12 | -0.8 | -5 | 3 | -12 | 2 | -4 | 3 | -3 | -2
O=C(COc1ccc(C(=S)N2CCCC2)cc1)Nc1ccc(F)cc1 | 0.8 | 11 | -2.1 | 1 | 7 | -10 | -3 | -7 | -1 | 41 | 0
Cc1ccc2[nH]cc(C(=O)NCc3cccs3)c(=O)c2c1 | 2.3 | 14 | 0.8 | -3 | 5 | -2 | -5 | 5 | -26 | 16 | .
O=C1CCC(C(=O)NC2(C(=O)NC3CCCCC3)CCCCC2)N1 (centres undefined) | -0.1 | -1 | -1.4 | -5 | -21 | -13 | 6 | -1 | 3 | 4 | 2

3 structures from above, sorted by SMILES length, highest first.
SMILES | CDK5 p35 inh | Mot1-301 SUMO | LANA DNA inh | Keap1 Nrf2 FP | Rtt109 Vps75 | PvdQ acylase | RTF Ca sens act | Cardiac RTF inh | dFosB act | PfHsp90 yeast 2 | NSD2 inh
Cc1ccc(CNC(=O)c2ccc(N3CCC4(CC3)CC(c3ccccc3)=NO4)c(NC(=O)c3cccc(C)c3)c2)cc1 | -2.3 | 947* | 2.6 | -2 | 4 | -17 | 12 | -6 | -2 | -9 | .
Cc1ccc(N2CC(C(=O)OCC(=O)Nc3cc(C)on3)CC2=O)c(C)c1 (centres undefined) | 0.7 | 5 | -0.3 | -2 | -4 | 7 | -5 | 7 | -5 | -15 | -2
O=C1c2ccccc2C(=O)N1c1ncc(Cc2ccc(Cl)cc2)s1 | 1.0 | 79 | 1.4 | -1 | 7 | -12 | 2 | 2 | -5 | 3 | .

(continued)
SMILES | CDK5 p35 inh | Mot1-301 SUMO | LANA DNA inh | Keap1 Nrf2 FP | Rtt109 Vps75 | PvdQ acylase | RTF Ca sens act | Cardiac RTF inh | dFosB act | PfHsp90 yeast 2 | NSD2 inh
O=C(Nc1ccc(N2CCOCC2)nc1)c1cccs1 | 0.5 | 11 | 0.5 | -5 | 7 | 3 | 1 | 6 | -6 | 3 | .
CCN(CC)CCN(C)C(=O)CCc1nnc(-c2ccc(C)s2)o1 | -1.7 | 0 | -0.4 | -2 | 14 | 4 | 3 | 4 | -4 | 11 | 6
CCN(CC)S(=O)(=O)N1CCC(C(=O)NCc2ccc(C)cc2)CC1 | 0.3 | 8 | -0.7 | 0 | 0 | 8 | -1 | 1 | 13 | 1 | 0
COc1cc(C(C)=O)ccc1OCCCN1CCC(Cc2ccccc2)CC1 | 0.6 | 1 | 0.1 | -5 | -1 | -15 | -2 | -7 | -5 | 8 | 8
Cc1cc(C)nc(NC(=O)C(C)C)n1 | -0.6 | . | 1.2 | -3 | 1 | -18 | 0 | -4 | -1 | 0 | 7
COc1ccc2ccccc2c1/C=N\n1c(C)cc(C)c(C(N)=O)c1=O | 0.4 | -2 | 2.2 | 3 | -1 | 1 | -1 | 6 | -8 | -2 | .
O=S(=O)(NCCN1CCOCC1)c1ccc2ccccc2c1 | -1.0 | 81 | -1.0 | -6 | 2 | 0 | -1 | 5 | -4 | 3 | 0
Cc1ccc(C)c(NC(=O)C2CCCN2S(=O)(=O)c2ccc3c(c2)n(C)c(=O)c(=O)n3C)c1 (centres undefined) | 0.3 | -6 | 0.1 | 4 | 13 | -10 | -2 | -5 | -8 | -1 | .
Cc1snc(SCC(=O)N/N=C(\N)COc2cccc(C(F)(F)F)c2)c1C#N | -1.3 | 27 | -1.7 | 0 | -4 | -20 | 3 | -4 | 0 | 21 | 0
Cc1ccc(N2C(=O)SC(N(CC(=O)O)c3ccc(C)cc3)C2=O)cc1 (centres undefined) | -5.9 | 64 | -0.9 | -4 | 0 | -4 | 13 | -22 | -7 | -11 | -2

Remaining list, next part:
Below each compound: CDK5 p35 inh, Mot1-301 SUMO, LANA DNA inh, Keap1 Nrf2 FP, Rtt109 Vps75, PvdQ acylase, RTF Ca sens act, Cardiac RTF inh, dFosB act, PfHsp90 yeast 2, NSD2 inh
> O=C(Nc1ccc(Cl)c(S(=O)(=O)N2CCOCC2)c1)c1ccc2c(c1)OCO2
 : -0.1, 6, -0.4, -3, 5, -13, 12, 5, -16, ., 24
> CCc1noc(C)c1C(=O)NNC(=O)COc1ccc(Br)cc1
 : -3.5, -9, -0.8, -4, -3, -13, -1, -2, -1, 10, -2
> CCOC(=O)N/N=C(\CCC(=O)O)c1cccs1
 : -0.9, 2, 0.7, 0, -1, -10, 1, 1, -7, -6, 18
> O=[N+]([O-])c1cc(/C=N/N2CCN(c3ccccc3)CC2)ccc1Cl
 : -0.3, 16, 0.7, 1, 1, -14, -2, -29, 7, -3, -3
> Cc1ccc(CCNC(=O)c2cc(S(=O)(=O)N3CCCCC3)c[nH]2)cc1
 : 2.4, 82, -1.0, -4, 21, -14, -5, -11, -11, 5, .
> CCC(CO)n1c(=S)[nH]c2cc(OC)c(OC)cc2c1=O (centres undefined)
 : -2.4, -4, -2.5, -2, -3, 1, 3, 3, -3, -3, 0
> CCOc1ccccc1NC(=S)N1CCC(NC(=O)C(C)(C)C)CC1
 : -0.3, -12, -1.4, -1, 4, 2, 3, -1, 0, 17, -1
> CCCN(CCC)S(=O)(=O)c1ccc(C(=O)Nc2nnc(-c3cccc(OC)c3)o2)cc1
 : 0.2, 125, 1.0, -9, 8, -8, 8, -3, -9, -41, .
> COc1ccc(Br)cc1CNC(=O)Cc1cccs1
 : 1.0, -23, -0.8, -1, -9, -21, 4, 3, -2, 5, -1
> O=[N+]([O-])c1ccc(/C=[N+](\[O-])[C@@H]2CCCC[C@@H]2/[N+]([O-])=C/c2ccc([N+](=O)[O-])o2)o1
 : -0.2, -8, 2.7, 5, -6, -6, -3, -1, -4, -24, 12
> O=C1CC2(CCCC2)CC(=O)N1CCCCN1CCN(c2ncccn2)CC1
 : -0.9, 0&-7, -1.6, 2, 8, 11, 4, 3, -3, 8, .
> NS(=O)(=O)c1ccc(NC(=O)CN2CCc3ccccc3C2)cc1
 : -3.6, 0, 1.1, -8, -5, -7, 0, 2, -10, 8, 1
> COc1ccc(/C=N/NC(=O)c2cccc(Br)c2)cc1CN1CCOCC1
 : -0.8, 3, -1.4, -6, -11, -12, 6, -9, -11, -3, 1
> Cc1ccc(OC(=O)Cn2c(C(F)(F)F)nc3ccccc32)cc1
 : -0.9, -18, 0.4, 0, -1, 1, 0, -4, -2, -13, -1
> O=C1NNC(c2ccccc2)=N/C1=C\c1ccccc1Cl
 : -3.9, ., 35, -13, 2, -13, 1, 2, -11, 26, 93*
> CCOC(=O)C1CCN(c2c([N+](=O)[O-])c(C(Cl)Cl)nn2-c2ccccc2)CC1
 : -1.7, 6, -0.8, -5, -2, -13, -2, -3, -5, -2, 4
